From PubChem BioAssay
HGIII-sPLA2 inh: Blocks human group III sPLA2 activity; QFRET BODIPY PC-A2 liposome hydrolysis, fluorescence; AID 743126; inhibition, % at 12.2 µM; actives 0.56% (n = 370,000); Q9NZ20;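 active = inhibition above mean plus 3 SD of compounds lying within the high and low control bounds, cut at about 19% in these data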;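 also: 0% = median of test compound wells and 100% = no enzyme DMSO wells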
NPR2 activator: GC-B (human) receptor activation; HEK293-GC-B cells, CNP EC30, cGMP TR-FRET; 0% at EC30 CNP, 100% saturating CNP; activation, % at 10 µM; P20594; actives 0.11% (n = 370,000);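 active = activation at 10 µM reaching about 35% in either raw or pattern-adjusted values, limit read from the data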
DAX1 inh-1: inhibitors of human orphan nuclear receptor DAX1 (NR0B1); P51843; HEK293 Gal4-DAX1 luciferase reporter, luminescence; inhibition, % at 6.75 µM; actives 0.99% (n = 340,000); AID 504766;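 active = inhibition above the mean over all tested compounds plus 3 SD, cut at about 4.2% in these data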;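 also: 0% = DAX1-transfected cells with DMSO and 100% = empty-vector control cells with DMSO; inhibition shows as a rise in luminescence from relieved DAX1 repression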
Target sequence (P51843 207-470 limits assumed): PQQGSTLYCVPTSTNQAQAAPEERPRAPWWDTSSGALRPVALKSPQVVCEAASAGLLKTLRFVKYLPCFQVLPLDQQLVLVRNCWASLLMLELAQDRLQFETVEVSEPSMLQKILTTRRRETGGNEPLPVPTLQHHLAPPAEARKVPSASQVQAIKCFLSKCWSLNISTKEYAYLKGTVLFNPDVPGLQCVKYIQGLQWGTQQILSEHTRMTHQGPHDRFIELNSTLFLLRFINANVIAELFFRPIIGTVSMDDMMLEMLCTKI
GAA850 FXN act: activators of GAA850 frataxin (FXN) promoter; activation, % at 6 µM; actives 0.56% (n = 360,000); HEK293 lucGAA850 FXN promoter luciferase reporter, 24 h; percent of 10 µM SAHA response;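 active = activation above the average of all compounds screened plus 3 SD, cutoff fixed separately per campaign, cut at about 7.5% in these data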;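 also: 0% = DMSO wells and 100% = 10 µM SAHA wells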
ssDAF12 agonist: activators of S. stercoralis DAF-12 nuclear receptor; actives 1% (n = 370,000); HEK293 ssDAF-12/GRIP1 lit1-tk-luc reporter, luminescence; % of 3 µM dafachronic acid response; activation, % at 6.8 µM;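 active = activation above the mean over all tested compounds plus 3 SD, cut at about 0.9% in these data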;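 also: 0% = DMSO-only wells and 100% = 3 µM delta7-dafachronic acid wells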
ADAM10 inh: inhibitors of human ADAM10 | O14672 | recombinant ADAM10, EDANS/DABCYL FRET peptide cleavage, 3 h | inhibition, % at 7 µM | actives 0.62% (n = 370,000) | AID 720582;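 active = inhibition above a per-campaign cutoff equal to the mean of compounds falling between control-based bounds plus 3 SD, cut at about 20% in these data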;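 also: 0% = DMSO wells while the 100% control is not disclosed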
Target sequence (O14672 214-748 limits assumed): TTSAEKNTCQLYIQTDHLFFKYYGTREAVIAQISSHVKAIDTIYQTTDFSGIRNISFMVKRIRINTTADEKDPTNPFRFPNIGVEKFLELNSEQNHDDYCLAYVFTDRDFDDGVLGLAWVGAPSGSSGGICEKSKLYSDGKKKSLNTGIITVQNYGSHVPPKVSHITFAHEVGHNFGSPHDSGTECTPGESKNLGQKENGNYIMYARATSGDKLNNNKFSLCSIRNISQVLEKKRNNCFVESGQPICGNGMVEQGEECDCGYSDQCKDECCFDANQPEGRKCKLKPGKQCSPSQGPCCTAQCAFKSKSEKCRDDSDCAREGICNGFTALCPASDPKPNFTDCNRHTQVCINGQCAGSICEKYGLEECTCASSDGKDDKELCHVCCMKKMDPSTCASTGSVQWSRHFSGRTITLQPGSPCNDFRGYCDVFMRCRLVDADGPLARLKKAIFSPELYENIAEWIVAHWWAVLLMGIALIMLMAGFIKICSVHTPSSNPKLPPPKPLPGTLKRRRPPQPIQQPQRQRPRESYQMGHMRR
DAX1 inh-2: blocks DAX1 repression of SF-1 activated StAR promoter. inhibition, % at 6.8 µM. AID 652010. HEK293T StAR-luciferase reporter, SF-1/DAX-1 repression relief. actives 1.1% (n = 370,000);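 active = inhibition above the mean over all tested compounds plus 3 SD, cut at about 3.6% in these data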;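 also: 0% = DAX-1 cells with DMSO and 100% = cells lacking DAX-1 with DMSO; higher inhibition means more luminescence from relief of DAX-1 repression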
SMARCA2 act: increases SMARCA2 function in MMTV reporter cells | MG213 cells, MMTV-luciferase reporter, dexamethasone, overnight | activation, % at 9.1 µM | actives 1% (n = 370,000) | AID 652017; in the data active = activation above about 7.8%;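 also: 0% = vehicle wells and 100% = reference activator wells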
hgDAF-12 ag: hgDAF-12 agonism, primary luciferase screen | HEK293 GAL4-hgDAF12 UAS-luciferase reporter, agonist luminescence; normalized to butyrate control | activation, % at 6.8 µM | actives 1.8% (n = 370,000) | AID 687014;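 active = activation above a cutoff set at the mean of all screened compounds plus 3 SD, cut at about 10% in these data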;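 also: 0% = DMSO wells and 100% = sodium butyrate wells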
GC-A act: GC-A (human) enzyme activation. activation, % at 10 µM. HEK293 GC-A cells, cGMP TR-FRET, EC30 ANP; 0% at EC30 ANP, 100% saturating ANP. AID 1671463. P16066. actives 0.14% (n = 370,000); in the data active = activation above about 40%
hcDAF-12 act: H. contortus DAF-12 activation, primary screen; AID 652067; activation, % at 6.8 µM; actives 1.4% (n = 370,000); HEK293 hcDAF-12 lit1-tk-luc reporter, luminescence; 0% DMSO, 100% Δ7-dafachronic acid;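 active = activation above the mean of all tested compounds plus 3 SD, cut at about 5.5% in these data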;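 also: 100% = response to 3 µM Δ7-dafachronic acid high control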
Starred values were filed as active, the others as inactive; i = inactive; x = not tested or not shown.

Molecule	HGIII-sPLA2 inh	NPR2 activator	DAX1 inh-1	GAA850 FXN act	ssDAF12 agonist	ADAM10 inh	DAX1 inh-2	SMARCA2 act	hgDAF-12 ag	GC-A act	hcDAF-12 act
Cc1oc2cc(OC(C)C(=O)O)ccc2c(=O)c1Oc1ccccc1 (configuration not stated)	11	8	1.0	-1.1	-1.4	-5	0.3	-1	1.0	2	-1.7
CN(C)/C=C(\C#N)C(=O)c1cccnc1Oc1cccc(F)c1	5	2	0.7	0.8	-1.1	11	0.3	6	-0.7	2	-2.1
C/C(=N/OC(=O)c1c(-c2ccccc2Cl)noc1C)c1cnccn1	-4	-1	1.0	-1.3	-1.4	9	-0.7	-3	-2.8	-6	2.4
Cc1ccc(C(=O)OCC(=O)N2CC(C)OC(C)C2)cc1 (configuration not stated)	8	2	0.2	0.2	-0.6	3	-0.3	-3	-0.3	1	-2.0
COc1cccc(NC(=O)CN2CCN(CC(=O)Nc3ccc(F)cc3)CC2)c1	14	-2	-0.7	-0.1	-1.4	6	-0.7	-2	-1.6	1	-0.9
O=C1CCCC(=O)C1=C1SCCCS1	7	2	4.5*	-1.7	-1.1	-3	0.1	-1	-0.4	4	0.5
NC(Cc1ccc(C(F)(F)F)cc1)c1csc(Nc2ccccn2)n1 (configuration not stated)	18	-5	x	-0.2	-1.0	-15	0.2	-6	0.1	-9	2.0
CCN(CC(=O)NCc1ccc(F)cc1)C(=O)c1cc2ccccc2o1	0	0	0.9	-1.6	-1.1	-3	0.0	-3	-1.4	-5	-2.0
O=C(COC(=O)c1ccncc1)Nc1cc(Cl)ccc1Cl	9	-9	0.6	1.6	-0.9	3	-0.2	-3	0.1	-5	0.2
Cc1c(Cl)cccc1NC(CC(=O)c1ccccc1)C(=O)O (configuration not stated)	0	4	1.2	2.2	-0.5	-4	0.2	9.7*	3.1	1	5.6
Cc1ccc(S(=O)(=O)N(C)C[C@H]2Oc3cc(Br)ccc3S(=O)(=O)N([C@H](C)CO)C[C@H]2C)cc1	-56	-2	2.0	0.6	-1.4	31*	-2.2	-2	0.4	-9	-3.0
CCSc1nnc(NC(=O)CSc2c(Cl)cccc2Cl)s1	-1	3	-1.8	-0.7	-1.3	8	0.0	-1	1.4	1	-2.4
CCCCCC(=O)N1C[C@@H](O)[C@H](n2cc(C3CC3)nn2)C[C@@H]1c1ccc(C)cc1	7	7	0.2	-0.4	-1.0	-10	-0.5	-4	-1.9	6	-0.2
COc1ccc(-n2c(Cc3cccn3C)nnc2SCC(=O)Nc2ccc(F)cc2)cc1	-34	-4	0.5	-3.2	-1.2	-4	-0.7	0	-1.4	-5	-2.9
O=C(NC1CC1)c1ccc(CSCc2ccccc2Cl)o1	4	2	-0.4	1.8	-1.1	3	-0.6	-1	0.1	-2	-2.6

Part of the list above in order of SMILES length, rising.
Molecule	HGIII-sPLA2 inh	NPR2 activator	DAX1 inh-1	GAA850 FXN act	ssDAF12 agonist	ADAM10 inh	DAX1 inh-2	SMARCA2 act	hgDAF-12 ag	GC-A act	hcDAF-12 act
Cc1ccc(C(=O)OCC(=O)N2CC(C)OC(C)C2)cc1 (configuration not stated)	8	2	0.2	0.2	-0.6	3	-0.3	-3	-0.3	1	-2.0
Cc1oc2cc(OC(C)C(=O)O)ccc2c(=O)c1Oc1ccccc1 (configuration not stated)	11	8	1.0	-1.1	-1.4	-5	0.3	-1	1.0	2	-1.7
COc1ccc(-n2c(Cc3cccn3C)nnc2SCC(=O)Nc2ccc(F)cc2)cc1	-34	-4	0.5	-3.2	-1.2	-4	-0.7	0	-1.4	-5	-2.9

Other records
Molecule	HGIII-sPLA2 inh	NPR2 activator	DAX1 inh-1	GAA850 FXN act	ssDAF12 agonist	ADAM10 inh	DAX1 inh-2	SMARCA2 act	hgDAF-12 ag	GC-A act	hcDAF-12 act
CCc1nnc(NC(=O)CSc2nnc(CNc3ccc(OC)cc3)n2C)s1	3	-3	-0.5	1.0	-0.3	-1	0.2	1	3.8	-3	-0.9
Cc1onc(-c2ccc(Cl)cc2Cl)c1-c1csc(COc2ccccc2)n1	-10	-1	-1.3	2.5	-1.7	-4	-0.4	0	0.2	6	0.3
CC(=O)c1ccsc1-c1c(C)cc2oc(=O)cc(-c3ccccc3)c2c1C	-8	-13	-1.2	0.1	-1.7	7	-5.8	-2	0.9	-7	0.4
CCOC(=O)c1c(C)[nH]c(C(=O)COC(=O)c2cc(C)oc2C)c1C	-5	-1	-0.8	1.3	-1.7	-7	0.6	1	-3.0	4	-0.1
Cc1cc(=O)oc2cc(OCc3ccc(C(=O)OCC(=O)Nc4ccc(N(C)C)cc4)cc3)ccc12	4	-3	-0.2	1.7	-1.6	-105	0.5	-3	0.8	2	-0.4
CC1CC(C)CN(C(=S)Nc2ccc3nc4n(c(=O)c3c2)CCCCC4)C1 (configuration not stated)	11	0	-0.9	1.3	-1.7	-123	-0.7	-1	-0.6	7	-3.7
Cn1c(COc2ccccc2)nc2ccccc21	-3	-5	1.0	4.9	-0.7	13	-0.8	5	6.0	2	0.5
Cc1ccc(-c2cc(C(F)(F)F)nn2-c2ccc(S(N)(=O)=O)cc2)cc1	-12	0	1.9	0.9	-1.3	17	-2.0	-4	0.3	-4	-1.8
O=C(CN1C(=O)NC2(CCCC2)C1=O)Nc1ccccc1N1CCCCC1	-3	0	-1.1	0.8	-1.5	-3	3.4	-3	-2.2	2	2.8
CCOC(=O)C1(C)CCCCCN1C(=O)c1ccc(SC(F)(F)F)cc1 (configuration not stated)	13	2	x	0.1	-0.8	-14	-0.8	-1	0.2	-3	-0.4
O=Cc1cn(CCOc2ccc(F)cc2)c2ccccc12	-13	-9	-0.3	0.8	-1.8	21*	-2.0	-4	-2.5	-8	-2.2
Cc1cc(C)c(C(=O)CN2C(=O)NC3(CCC(C)CC3)C2=O)cc1C (configuration not stated)	2	-6	-0.7	-0.8	-1.8	0	0.7	1	1.2	-1	0.3
CC(=O)Nc1ccc2nc(NC(=O)COc3ccccc3Cl)sc2c1	-12	-2	0.6	1.0	-1.7	-3	0.1	6	5.1	4	-0.7
Cc1[nH]cnc1/C=N\NC(=O)c1cccc(S(=O)(=O)N(C)C)c1	9	10	x	x	-2.0	-6	0.6	-1	1.5	1	1.5
CCn1c(SCC(=O)Nc2cccc(C)n2)nc2c1c(=O)n(C)c(=O)n2C	-2	-5	-0.4	4.2	-1.3	-10	-0.1	-1	4.1	-1	0.7
C[C@H](NCc1c[nH]c2ccccc12)c1ccccc1	-17	-8	2.2	-1.7	0.4	0	-0.4	0	2.9	-12	4.8
CCCc1ccc2oc(C(=O)N3CCCC3)c(C)c2c1	3	2	0.7	4.4	-0.7	17	0.1	-1	6.5	-2	0.5
CCC(c1nnc(SCC(=O)NCC2CCCO2)n1Cc1ccccc1)N(C)C (configuration not stated)	-1	6	0.7	0.7	-0.9	-6	-0.6	-3	-0.6	1	-1.8
NC(=O)NCc1ccccc1F	3	0	x	1.5	-1.7	-3	0.4	-1	0.0	1	1.9
COc1cc(NC(=O)c2ccc3c(c2)OCCO3)ccc1NC(=O)c1cccs1	-4	0	-1.4	0.3	-2.6	-9	-0.9	-1	-2.9	-5	-3.3
COC(=O)c1sccc1OCc1cccc(OC)c1	-1	-5	0.7	0.5	-1.2	2	-0.8	1	0.8	-3	-0.2
O=C(Cc1ccc([N+](=O)[O-])cc1)Nc1nnc(C2CC2)s1	-28	-6	-0.9	1.0	-0.7	-2	0.4	-4	-0.6	-3	-0.1
CC(C)C(=O)Nc1c(-c2ccccc2Cl)c(=O)c2ccccc2n1C	4	4	0.1	-1.7	0.1	-5	-0.6	-1	-0.5	4	-0.4
Nc1c(C(=O)O)sc2nc(-c3ccccc3)cc(-c3ccc(F)cc3)c12	0	-1	-0.3	0.1	-1.2	-35	0.0	-1	-0.9	-7	-0.3
CC1=CC(c2ccccc2)n2nc(NC(=O)CCCC(=O)O)nc2N1 (configuration not stated)	8	-6	0.2	0.2	-0.9	i	0.4	-1	-0.2	1	-1.9
COc1ccc2c(c1)c(C)cc[n+]2Cc1ccccc1	3	3	-1.7	-1.5	-1.9	-425	-0.7	-5	-6.5	7	-1.3
O=C(CCN1C(=O)/C(=C/c2cccs2)SC1=S)Nc1ccc(C(=O)O)c(O)c1	-32	-3	-0.4	0.7	-0.3	10	-1.1	2	0.0	0	3.4
COc1ccc2nc(C)cc(C(=O)O)c2c1	0	-3	-0.3	3.0	-0.2	i	0.1	1	1.4	3	-0.1
CC(C)n1c(N2CCN(C(=O)Nc3ccccc3)CC2)nc2ccccc21	5	-1	-1.1	2.1	-1.3	0	-0.8	-1	-4.0	-1	-2.9
Cc1ccc(-n2nnnc2SCC(=O)c2c(N)n(C3CC3)c(=O)[nH]c2=O)cc1	1	0	0.4	0.7	-0.2	-4	1.3	-2	-0.9	-1	-0.9

(list continues)
Under each structure: HGIII-sPLA2 inh | NPR2 activator | DAX1 inh-1 | GAA850 FXN act | ssDAF12 agonist | ADAM10 inh | DAX1 inh-2 | SMARCA2 act | hgDAF-12 ag | GC-A act | hcDAF-12 act
> CC(C)N(Cc1nc2ccccc2c(=O)[nH]1)C(=O)c1ccc(NC(=O)CSc2nnnn2C)cc1
→ -8 | 0 | 0.0 | -1.6 | -0.4 | -5 | -1.9 | -2 | 3.3 | -2 | -0.9
> CCOC(=O)c1ccc(NC(=O)c2nc[nH]c2C(=O)N(CC)CC)cc1
→ -1 | 2 | -0.7 | 1.5 | -1.5 | 0 | -0.2 | 0 | -1.8 | -1 | -0.9
> CCC(C)c1ccc(NC(=O)COC(=O)c2nc3nccc(C)n3n2)cc1 (configuration not stated)
→ 14 | -5 | 1.4 | 1.0 | -1.4 | -9 | 0.5 | -2 | 6.1 | -1 | -1.2
> COc1ccc(OCC(=O)NNC(=O)C(=O)Nc2cc(OC)ccc2OC)cc1
→ -1 | -4 | 0.5 | -0.6 | -1.5 | 9 | 1.0 | -2 | 0.0 | 1 | 0.9
> O=C(Nc1ccc(Cl)cc1)C1Cc2c(-c3ccc4c(c3)OCO4)ccnc2O1 (configuration not stated)
→ 5 | 8 | x | -0.3 | -1.3 | -7 | -0.3 | -4 | -3.9 | 13 | -1.1
> COc1ccc(Cl)cc1NC(=O)Nc1ccccc1SC
→ -2 | -12 | 0.8 | 0.1 | -1.4 | 1 | -0.7 | 2 | 0.2 | -13 | 0.4
> O=C(CN1CCc2ccccc2C1)NCC(=O)Nc1ccc(F)cc1
→ -6 | -1 | -0.5 | -0.6 | -1.6 | 1 | -0.4 | 0 | -3.1 | 3 | -0.9
